Cav32 inh: human Cav3.2 channel inhibition, primary screen; O95180; Cav3.2-expressing cells, Fluo-4 calcium fluorescence FDSS; stronger effect = lower value; B-score at 10 µM; actives 4% (n = 100,000);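 active = single-dose well whose peak fluorescence ratio is a statistical outlier from its plate by either plate-standardised score or position-corrected B-score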
Starred values were filed as active, the others as inactive.

canonical_smiles | Cav32 inh
C=CCN1C(=O)C(O)(CC(=O)c2ccc(Cl)cc2)c2ccccc21 (stereo not given) | -0.123
CC1CC(C)CN(S(=O)(=O)c2ccc(C(=O)NCCCn3ccnc3)cc2)C1 (stereo not given) | 0.592
CC(C)(C)c1ccc(S(=O)(=O)NCCOCC(F)(F)C(F)F)cc1 | -3.77*
O=C(CSc1nc2ccccc2[nH]1)c1ccc(Cl)s1 | -2.54
CN1C(=O)C2(C(C#N)=C(N)N(c3cc(Cl)cc(Cl)c3)C3=C2C(=O)CCC3)c2ccccc21 (stereo not given) | 1.37
Cc1nc2ccccc2c(=O)n1C1CCCCCC1 | -1.4
Cc1nc(CCNC(=O)Cc2ccc(Cl)cc2)cs1 | 1.37
CC(C)CCCNc1nc(N2CCOCC2)nc(N2CCOCC2)n1 | -1.79
CN(CCO)C(=O)c1cccc2c1-c1ccccc1C2=O | 0.0177
COCCn1c(SCC(=O)NC(=O)NC(C)C)nc2ccccc21 | 0.0943
CCCCc1cc(=O)oc2c(CN(CC)CC)c(O)c(Cl)cc12 | 1.92
CCCCCn1c(Sc2nc3ccccc3s2)nc2c1c(=O)[nH]c(=O)n2C | -1.58
CN(CC(=O)NCCN1CCN(Cc2ccccc2)CC1)S(=O)(=O)c1cccc2nsnc12 | 0.246
N#Cc1ccc(C23CC4(C2)[C@H](CN(P(=O)(c2ccccc2)c2ccccc2)[C@@H]4c2ccccc2)C3c2ccc(Cl)nc2)cc1 (stereo not given in full) | -0.779
CCCCOc1ccc(S(=O)(=O)Nc2cc(OC)ccc2OC)cc1 | -3.7
CC(/C=C1\SC(=O)N(CC(=O)Nc2cccc(O)c2)C1=O)=C\c1ccccc1 | -1.82
COc1cc(OC)c2c(-c3ccccc3)cc(=O)oc2c1C(CC(=O)N1CCN(c2ccccc2)CC1)c1ccc2c(c1)OCO2 (stereo not given) | -0.424
CCOC(=O)c1cc2c(ccn2-c2ccc(F)cc2)n1CC(=O)N1CCN(C(=O)c2ccco2)CC1 | 0.00948
O=C(N/C(=C/c1ccc2c(c1)OCO2)C(=O)N1CCOCC1)c1cccs1 | 0.508
CC1=CC(C)(C)N(C(=O)CN2C(=O)c3ccccc3C2=O)c2ccccc21 | -1.43
C=CCc1cccc2cc(C(=O)NCc3cccnc3)c(=O)oc12 | 0.838
CC(=O)Nc1ccc(NC(=O)C2CCCN(c3ncccn3)C2)cc1 (stereo not given) | -0.0299
COc1ccc(OC)c(C(=O)CSc2nc3ncccc3[nH]2)c1 | 0.0401
COc1ccc(NC(=O)Nc2ccc3nsnc3c2)cc1 | -0.324
O=C(Nc1nccs1)c1ccc(S(=O)(=O)c2ccccc2)cc1 | -0.46

(more compounds)
canonical_smiles | Cav32 inh
O=C(NC1CS(=O)(=O)CC1NCc1ccco1)c1ccccc1 (stereo not given) | -0.928
Cc1ccc(C)c(NC(=S)NC(C)C(c2cccs2)N2CCOCC2)c1 (stereo not given) | -0.357
CC1=CC2(O)OCCN(CCO)C2=CC1=O (stereo not given) | 0.822
CC(C)Oc1cccc(C(=O)Nc2ccccc2N2CCOCC2)c1 | -1.94
COc1ccc(-n2nnnc2SCC(=O)c2ccc(OC)c(OC)c2)cc1 | 0.00872
CCCCC(=O)N1CC2(C)CN(C(=O)CCCC)CC(C)(C1)C2=O | 0.753
CCOc1ccc(C(C)=O)cc1N1C(=O)C2C(C1=O)C1C=CC2C12CC2 (stereo not given) | 0.708
C/C=C1\COC(C(=O)NCc2ccccc2)(C(F)(F)F)C=C1C=C(C)C (stereo not given) | -3.52
COc1ccc2c(c1)CC(C1(O)C(=O)N(C)c3ccccc31)C2=O (stereo not given) | 0.128
COc1ccc(S(=O)(=O)N(C)C2CCN(C)CC2)cc1 | 0.89
CC(C)c1cc(C(=O)Nc2cccnc2)no1 | 1.29
CCNC(=S)NNC(=O)c1cccc(Br)c1 | -0.0358
CC(C(=O)NCc1ccco1)n1nc(-c2ccccc2)c2cc(Cl)ccc21 (stereo not given) | -3.15
COC(=O)c1ccccc1NC(=O)C1CCN(C(=O)c2cc(OC)cc(OC)c2)CC1 | -0.974
Cc1[nH]ccc(=O)c1OC1OC(CO)C(O)C(O)C1O (stereo not given) | 1.26
COc1cccc(N2C(=O)C3ON(c4ccccc4)C(c4cccs4)C3C2=O)c1 (stereo not given) | 0.526
CNC(=O)CSc1nnc(-c2cccs2)o1 | 0.0569
COc1ccc(-n2nnnc2-c2ccccc2)cc1 | -0.0985
CCSc1nnc(NC(=O)c2ccc(C)o2)s1 | 0.649
O=C(COC(=O)CN1C(=O)C2CC=CCC2C1=O)Nc1cc(C(F)(F)F)ccc1N1CCOCC1 (stereo not given) | 0.268
COC(=O)c1cc(O)c(OCc2ccccc2)c(O)c1 | -0.0343
C[C@H]1CCC[C@@]2(O[C@H](CCO)C[C@H](O)[C@H]2O)O1 | 0.545
COc1ccc(N=c2ssnc2Cl)cc1 | 0.15
COc1ccc(-n2ccnc2SCC(=O)Nc2ccccc2)cc1 | -1.47
COc1cc(/C=C2/N=C(c3ccccc3F)OC2=O)cc(Cl)c1OS(C)(=O)=O | 0.387

Sorted by the number under Cav32 inh (ascending): seven of the compounds above.
canonical_smiles | Cav32 inh
CC(C)Oc1cccc(C(=O)Nc2ccccc2N2CCOCC2)c1 | -1.94
O=C(NC1CS(=O)(=O)CC1NCc1ccco1)c1ccccc1 (stereo not given) | -0.928
CNC(=O)CSc1nnc(-c2cccs2)o1 | 0.0569
COc1ccc2c(c1)CC(C1(O)C(=O)N(C)c3ccccc31)C2=O (stereo not given) | 0.128
COc1cccc(N2C(=O)C3ON(c4ccccc4)C(c4cccs4)C3C2=O)c1 (stereo not given) | 0.526
C[C@H]1CCC[C@@]2(O[C@H](CCO)C[C@H](O)[C@H]2O)O1 | 0.545
CC(C)c1cc(C(=O)Nc2cccnc2)no1 | 1.29

Shown as a hit in Cav32 inh (from the list above):
canonical_smiles | Cav32 inh
CC(C)(C)c1ccc(S(=O)(=O)NCCOCC(F)(F)C(F)F)cc1 | -3.77*

Continued.
canonical_smiles | Cav32 inh
O=S(=O)(c1ccc(Cl)cc1)N1CCC(n2cnc3cc(C(F)(F)F)ccc32)CC1 | -0.678
CC1CCN(c2nc(-c3ccccc3)c(C#N)c(=O)[nH]2)CC1 | -1.09
O=C(Cn1cnc2c(cnn2-c2ccccc2)c1=O)N1CCOCC1 | 0.00327
O=C(/C=C/c1cccnc1)c1ccc(NC(=O)c2cccc(Br)c2)cc1 | 2.08
CNc1nnc(-c2ccc(N(C)C)cc2)s1 | 0.677
CC(=O)O[C@H]1C(=O)[C@@]2(C)[C@H]([C@H](OC(=O)c3ccccc3)[C@]3(O)C[C@H](OC(=O)[C@H](O)C(NC(=O)c4ccccc4)c4ccccc4)C(C)=C1C3(C)C)[C@]1(OC(C)=O)CO[C@@H]1C[C@@H]2O (stereo not given in full) | 0.033
Cc1ccc(C(c2nnnn2Cc2cccs2)N2CCN(Cc3ccc4c(c3)OCO4)CC2)cc1 (stereo not given) | -2.33
CCCc1nnc(SCC(=O)N2CCOCC2)n1CCCOC | -0.166
COc1cccc2[nH]c3c(N4CCC(C(N)=O)CC4)ncnc3c12 | 1.55
COc1ccc(OC2C(=O)N(CCc3ccc(OC)c(OC)c3)C2c2ccc3c(c2)OCO3)cc1 (stereo not given) | -2.62
COc1ccc(NC(=O)N2Cc3ccccc3CC2C(=O)NC(C)(C)C)cc1 (stereo not given) | 0.665
COc1cc2c(cc1OC)C(C(=O)N1CCOCC1)C(c1cccs1)N(C)C2=O (stereo not given) | 0.362
N#Cc1c(SCC(=O)OCc2ccccc2)nsc1SCC(=O)OCc1ccccc1 | -2.31
COC(=O)C1=C(C)N(C(C)C)C(=O)C1(NC(C)=O)C(F)(F)F (stereo not given) | -0.0749
COC(=O)CSc1nc2c(c(-c3ccc(C)o3)c1C#N)CCCC2 | 0.338
N#Cc1nc(COc2ccc(Br)cc2)oc1NCCN1CCOCC1 | 0.439
CCCCNC(=O)CN1C(=O)NC2(CCCc3ccccc32)C1=O (stereo not given) | 0.111
COC(=O)c1nc2ccc(C)cn2c1F | -0.229
Cc1ccccc1-c1noc(N)c1C#N | 0.0189
Oc1c(C(c2cccc(F)c2)N2CCN(Cc3ccccc3)CC2)sc2ncnn12 (stereo not given) | 0.157
CC(C)(C)NC(=O)CSc1nc2ccc(NC(=O)CSc3nnnn3Cc3ccccc3)cc2s1 | -0.467
Cn1c(C(=O)N2CCc3ccccc3C2)cc2c(=O)n3ccccc3nc21 | -0.00587
CCN1/C(=C\C(C)=O)Sc2ccc(OC)cc21 | -0.029
S=C(Nc1ccc(Cl)cc1)NC1CC2CCCC(C1)N2C1CC1 (stereo not given) | -0.491
CC1(C(=O)N(CC(=O)NC2CCCC2)C2CCCC2)CC(=O)N=C2C=CC=CN21 (stereo not given) | -0.303

Later entries
canonical_smiles | Cav32 inh
OC1C=CSc2nc3ccccc3n21 (stereo not given) | -0.332
CSc1nc2nc(C)cc(-c3ccccc3)n2n1 | 0.666
N#CCSc1nnc(C2CCCCC2)n1-c1ccccc1 | 0.601
Cc1ccc(NC(=O)NC(=O)CN2C(=O)NC3(CCCCCCC3)C2=O)c(C)c1 | 0.538
CCn1c(CNc2ccc(Cl)cc2)nnc1SCC(=O)NCc1ccccc1 | -3.48
Cc1ccc(C2=[N+]([O-])C3(CCCCC3=O)N(O)C2(C)C)cc1 (stereo not given) | -0.0832
Cc1nn2c(-c3cccc(NC(=O)CN4CCOCC4)c3)nnc2c2ccccc12 | 0.555
COc1ccccc1OCC(O)CN1CCN(CC(=O)Nc2c(C)cccc2C)CC1 (stereo not given) | 1.66
CNC(=O)c1ccccc1S(=O)(=O)c1ccccc1C#N | 0.602
CC1CCN(S(=O)(=O)c2cc(Br)cc(C(=O)NC3=NCCS3)c2)CC1 | -4.09
CC(Sc1nc2ccccc2c(=O)[nH]1)C(=O)O (stereo not given) | 0.502
CCOc1ccc(C2C(C#N)=C(N)Oc3cc(C)n(CCN(C)C)c(=O)c32)cc1OCC (stereo not given) | 0.43
O=C(C1=C[C@@H](C2CC2)C[C@@H](OCCCCO)O1)N1CCN(Cc2ccc3c(c2)OCO3)CC1 | 0.49
COc1ccc(-c2nnn(CC(=O)N(Cc3cccs3)C(C)C(=O)NC3CCCC3)n2)cc1OC (stereo not given) | -0.613
O=C(NC1CCN(C(=O)N2c3ccccc3Sc3ccccc32)CC1)c1ccccc1Cl | -1.62
O=C(CSc1nnc(-c2ccc(Cl)cc2)n1Cc1ccco1)Nc1ccc2c(c1)OCCO2 | -4.02
O=C(NCCCNC1CCCCC1)c1ccc(/C=N/O)nc1 | -0.0278
COCCNC(=O)Cn1ncc2ccsc2c1=O | -0.262
CCCCc1nnc(NC(=O)CSc2nc(C)cc(=O)[nH]2)s1 | -0.0258
Cc1ccc(NC(=S)NCc2ccccn2)cc1 | 0.255
Cc1cc(NC(=O)CSc2n[nH]c(-c3cccs3)n2)no1 | -0.125
CCOC(=O)N1CCN(C(=O)c2csc3c2CCCCC3)CC1 | 0.44
CCOc1nc(C#N)nc(N2CCCCC2)n1 | 0.311
CC(=O)NCCc1csc(-c2ccccc2)n1 | 1.13
O=C(Nc1ccccc1)[C@@H]1CC=C[C@@H]2CCN(C3CCCCC3)C(=O)[C@@H]21 | 0.731

Carrying on.
canonical_smiles | Cav32 inh
Cc1cccc(Cn2c(=O)c3c(nc4n3CCCN4Cc3ccccc3)n(C)c2=O)c1 | -3.96
CCOC(=O)c1c(C)sc2c1N(C(=O)CCl)c1cc(Cl)ccc1S2 | -2.91
O=C(Nc1ccccc1[N+](=O)[O-])C1=C(O)CCn2c1nc1ccccc12 | -0.101
CCCCNC(=O)C1(c2ccc(OC)cc2)CCOCC1 | 1.74
O=C(C1=C[C@@H](c2ccccc2)C[C@@H](OCCCCO)O1)N1CCOCC1 | 0.662
CC(C)N(C(=O)c1sc2cc([N+](=O)[O-])ccc2c1Cl)C(C)C | -2.29
Cc1cc(CNC(=O)Nc2ccc3c(c2)OCO3)nn1C | -0.0741
CCS(=O)(=O)c1ccc(-c2csc(-c3ccc(Cl)cc3)n2)c(Cl)c1Cl | -1.67
Cn1c(SCC(=O)OC2CCCCC2)nnc1-c1ccc(S(=O)(=O)N2CCCC2)cc1 | 0.763
COCCN1C(=O)N[C@@H](CCc2ccccc2)[C@H](C(C)=O)[C@H]1C | 0.713
CCC(c1nnnn1CCc1ccccc1)N(Cc1ccco1)Cc1cc2c(C)ccc(C)c2[nH]c1=O (stereo not given) | -2.83
O=S(=O)(c1ccc2ccccc2c1)N1CCCCC1 | 0.058
COc1ccc(/C=N/NC(=O)C(=O)N2CCN(c3ccccc3OC)CC2)cc1 | 0.0699
CCOC(=O)c1c(NC(=O)C(C)Sc2c[nH]c3ccccc23)sc2c1CCC2 (stereo not given) | -0.96
CC1(C)C=Cc2cc3ccc(=O)oc3cc2O1 | -0.156
COc1ccccc1NS(=O)(=O)c1cccc(C(=O)OCC(=O)Nc2cc(C)on2)c1 | -4.75*
CC(C)Sc1nc2ccccc2c(=O)[nH]1 | 0.466
Cc1cc(NC(=O)c2cc3nc(C4CC4)cc(C(F)(F)F)n3n2)no1 | -0.587
CC(C)OC(=O)CSc1n[nH]c(-c2cccnc2)n1 | 0.167
COc1cc(C)nc2nc(SCc3ccccc3)nn12 | -0.48
C=CCNC(=O)c1ccccc1NC(=O)c1ccccc1C | -0.76
CCc1ccc2nc(N3CCN(C)CC3)c(C#N)cc2c1 | 0.139
COc1ccccc1CNC(=O)CCC(=O)Nc1nnc(C(C)C)s1 | 0.00554
CCOC(=O)N1CCC(NC(=O)c2ccc3c(Cl)c4c(nc3c2)CCCC4)CC1 | -3.12
CC(=O)N1N=C(c2ccc(Cl)cc2)OC1c1ccc(C(C)C)cc1 (stereo not given) | -2.39
O=C(Cn1cnc2ccccc21)NC(c1ccccc1)c1ccccc1 | -1.28

Assay outcomes from PubChem.

Some of the compounds tested, so the mix of outcomes need not match the whole.
